# Cycloheximide cs: Cycloheximide Counterscreen for Small Molecule Inhibitors of Shiga Toxin | AID 2314, 2010 | cell reporter, cycloheximide protein synthesis inhibition counterscreen | 12% of 300,000 active | max response, %; in the data active = max response mostly above about 13%, no sharp cut-off; inactive = mostly below about 14%; note: read at 38.3 µM for the half of the compounds with a filed dose; 0% is about no effect
# Giardia FBPA inh: qHTS Assay for Inhibitors of Fructose-1,6-bisphosphate Aldolase from Giardia Lamblia. 0.71% of 290,000 active. purified Giardia FBPA. Potency, µM (titrated, usually from 59.6 µM), without a hit: at the top dose activity, negative = inhibition, most hits filed as inhibitors; note: potency is the fitted concentration of half-maximal effect; % is set by controls: 0 for no effect and ±100 for the full control effect; nearly all actives have a fitted effect of over 55% in size
# Target sequence (A8B2U2 whole entry, looked up): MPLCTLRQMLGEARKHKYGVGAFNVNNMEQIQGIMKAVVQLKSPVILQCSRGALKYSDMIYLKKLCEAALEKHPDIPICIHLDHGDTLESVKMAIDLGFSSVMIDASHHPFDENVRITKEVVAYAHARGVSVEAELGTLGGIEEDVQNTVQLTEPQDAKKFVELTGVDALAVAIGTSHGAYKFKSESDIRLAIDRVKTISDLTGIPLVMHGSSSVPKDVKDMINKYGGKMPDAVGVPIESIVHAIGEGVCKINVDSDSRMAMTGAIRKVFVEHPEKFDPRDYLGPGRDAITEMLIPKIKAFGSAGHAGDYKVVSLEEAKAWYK
#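 40 nM FBPA preincubated 10 min at RT with compound (up to 57.5 uM final), then substrate plus GAPDH/TPI/NAD/arsenate coupling and diaphorase/resazurin added. Fluorescence read after 20 min at RT, 525/598 nm.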
# Sm TGR inh: qHTS Assay for the Inhibitors of Schistosoma Mansoni Peroxiredoxins | Schistosoma mansoni thioredoxin glutathione reductase (TGR), Q962Y6 | purified TGR, DTNB reduction, TNB absorbance 405 nm | Potency, µM (top dose mostly 114 µM), for the others: at the highest dose activity change, negative = inhibition, hits mostly inhibitors | 3% of 360,000 active | AID 485364, 2010; note: potency is the fitted concentration of half-maximal effect; % is set by controls: 0 for no effect and ±100 for the full control effect; nearly all actives have a fitted effect of over 60% in size
#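 TGR 20 nM + NADPH 100 uM (dispensed conc.), cpd preinc 15 min RT; start with NADPH (500 uM addition) then DTNB (15 mM addition). Kinetic TNB absorbance, 405 nm filter. Four-parameter Hill fit across titration.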
# Shiga inhibitor: A qHTS for Small Molecule Inhibitors of Shiga Toxin; Vero cells, Shiga toxin protein synthesis inhibition reporter; inhibition, % at 38.7 µM; 9.2% of 290,000 active; in the data active = inhibition mostly above about 28%, no sharp cut-off; inactive = mostly below about 43%; note: 0% is about no effect
# Pf growth 48h: Primary qHTS for delayed death inhibitors of the malarial parasite plastid, 48 hour incubation; P. falciparum luciferase growth in erythrocytes, 48 h; 5.9% of 310,000 active; Potency, µM (series often up to 28.7 µM), inactives show at the top dose activity change, negative = inhibition, most hits filed as inhibitors; note: potency is the fitted concentration of half-maximal effect; % is set by controls: 0 for no effect and ±100 for the full control effect
#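 First compound was added to culture medium, then infected red cells at 0.1% parasitemia and 2% hematocrit (final). After incubation at 37 C under 5% CO2, luciferase detection reagent was dispensed and light output recorded.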
# Pf growth 96h: Primary qHTS for delayed death inhibitors of the malarial parasite plastid, 96 hour incubation; P. falciparum luciferase reporter growth, 96 h; AID 504834, 2011; Potency, µM (top dose mostly 28.7 µM), for inactives: at the top dose activity change, negative = inhibition, actives largely listed as inhibitors; 6.9% of 320,000 active; note: potency is the fitted concentration of half-maximal effect; % is set by controls: 0 for no effect and ±100 for the full control effect
#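 Parasite growth measured via integrated firefly luciferase reporter in P. falciparum. Infected erythrocytes at 2% hematocrit, 0.05% parasitemia final were treated 96 hours at 37 C under 5% CO2, and luminescence was read.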
# Starred values were filed as active, the others as inactive; ? = inconclusive; / = no result given; [ ] = remark or other dose. Unless noted, calls come from the whole dose curve; as a rule, active = well fitted curve in the direction sought with a large enough effect; inconclusive = small, poorly fitted or top-dose-only effect, or another doubt; inactive = no such curve, though single readings can be large; an effect the other way counts as inactive or inconclusive. An unsorted share of the library, and some 24% of all compounds hit somewhere here.
SMILES,Cycloheximide cs,Giardia FBPA inh,Sm TGR inh,Shiga inhibitor,Pf growth 48h,Pf growth 96h
CCOC(=O)C(=CNc1cc(C)ccc1-n1cccc1)C(=O)OCC,-1,12%,0%,45,?,?
COC(=O)c1cn(NC(=O)c2cccc(OC)c2)c(=O)c2ccccc12,12,6%,-1%,-19,2%,-4%
O=C(Nc1ccc(Cl)c(Cl)c1)OCc1cccnc1,20*,2%,-13%,42*,-82%,?
Cc1sc2ncnc(Nc3ccc(N4CCOCC4)cc3)c2c1-c1ccccc1,-1,-8%,-2%,-9,-11%,-18%
CCC(C)[C@H](N)c1nnc(SCC(=O)Nc2cccc(Cl)c2)o1 (stereo partly specified),-3,1%,7%,-1,-29%,67%[activator]
CCOc1ncccc1C(=O)OCCCC(=O)c1ccc(Br)cc1,/,/,1%,/,-22%,-28%
CCNC(=S)Nc1cc(OCC)c(NC(=O)c2cccs2)cc1OCC,5,2%,-5%,-9,10%,455%[activator]
N#CC(C(=S)Nc1ccccc1)c1nc2ccccc2[nH]1 (stereo unspecified),19*,-2%,-7%,25,?,4.7µM*
CCC(C)Sc1cc(C(F)(F)F)c(C(=O)Nc2ccc(Cl)cc2)cn1 (stereo unspecified),8,-4%,10%,3,?,?
COc1ccc(CN2CCCCCC2)cc1,-1,-21%,18%,-11,?,?

# Reprinted from the part before: 7 compounds, then new ones.
SMILES,Cycloheximide cs,Giardia FBPA inh,Sm TGR inh,Shiga inhibitor,Pf growth 48h,Pf growth 96h
Cc1sc2ncnc(Nc3ccc(N4CCOCC4)cc3)c2c1-c1ccccc1,-1,-8%,-2%,-9,-11%,-18%
CCC(C)[C@H](N)c1nnc(SCC(=O)Nc2cccc(Cl)c2)o1 (stereo partly specified),-3,1%,7%,-1,-29%,67%[activator]
CCOc1ncccc1C(=O)OCCCC(=O)c1ccc(Br)cc1,/,/,1%,/,-22%,-28%
CCNC(=S)Nc1cc(OCC)c(NC(=O)c2cccs2)cc1OCC,5,2%,-5%,-9,10%,455%[activator]
N#CC(C(=S)Nc1ccccc1)c1nc2ccccc2[nH]1 (stereo unspecified),19*,-2%,-7%,25,?,4.7µM*
CCC(C)Sc1cc(C(F)(F)F)c(C(=O)Nc2ccc(Cl)cc2)cn1 (stereo unspecified),8,-4%,10%,3,?,?
COc1ccc(CN2CCCCCC2)cc1,-1,-21%,18%,-11,?,?
Cc1cc(C)nc(S/C=C/C(=O)c2ccc(F)cc2)n1,37*,2%,0.71µM*,68*,?,-19%
COc1cccc(NC(=O)CN(C)C(=O)CN2C(=O)NC3(CCCC3)C2=O)c1,/,/,2%,/,40%[activator],28%
O=C(NCC1CCCO1)C1CCN(S(=O)(=O)c2cccc3nonc23)CC1 (stereo unspecified),-3,2%,0%,-27,3%,?
O=C(O)CN1C(=O)/C(=C/C=C/c2ccccc2)SC1=S,8,11%,-8%,3,17%,14%
O=C(Cn1nc(-c2ccccc2)c2ccccc2c1=O)NCCO,-6,8%,8%,-5,21%,0%
CC(=O)Nc1cccc(NC(=O)C2C3C=CC(C3)C2C(=O)O)c1 (stereo unspecified),-1,11%,-20%,30,-1%[0.00184 µM],-1%
Cc1nc2nc(-c3cccnc3)[nH]n2c(=O)c1Cc1ccccc1,-5,2%,4%,-13,-5%,7%
O=C(CCN1C(=O)/C(=C/c2ccc3c(c2)OCO3)SC1=S)Nc1ccc(C(=O)O)cc1,-3,0%,-6%,-2,42%[activator],49%[activator]
c1nc(NC2CCCCC2)c2[nH]cnc2n1,3,-20%,5%,3,4%,2%
COc1ccc(CCNC(=O)c2ccc(CS(=O)Cc3ccc(Cl)cc3)o2)cc1OC (stereo unspecified),-1,/,-26%,2,-12%,?
Nc1ncn(C2O[C@H](CO)[C@@H](O)[C@H]2O)c(=O)n1 (stereo partly specified),/,/,-4%,/,17%,111%[activator]
CCCCOc1ccc(C(=O)N2CCN(c3ncccn3)CC2)cc1,7,2%,-2%,/,?,?
CCOC(=O)c1sc(=S)n(-c2cc(OC)ccc2OC)c1N,13,-1%,1%,-3,-8%,9.3µM*
COc1cccc(/C=N/NC(=O)CNC(=O)/C=C\c2ccccc2)c1O,28*,/,-16%,41*,5%,-9%
CCC1(N(C(C)=O)c2ccc(OC)cc2)C(=O)c2ccccc2C1=O,-2,0%,7%,-5,?,-46%
CNC(=S)N(Cc1cccs1)Cc1cc2cc(OC)c(OC)cc2[nH]c1=O,0,-5%,-2%,-7,?,?
COc1ccc(Br)cc1CNc1ccc(O)cc1,-1,16µM*,28µM*,-7,?,/
Cc1ccc(S(=O)(=O)c2cc(C)cc(S(=O)(=O)Nc3ccc(C(=O)O)cc3)c2C)cc1,-3,/,-14%,-7,13%,-1%
CCn1cc(C(=O)NCCc2ccc(Cl)cc2)c(=O)c2ccc(C)nc21,-3,8%,-3%,-7,-3%,8%
Cc1ccccc1NS(=O)(=O)c1ccc2[nH]cc(C(=O)NC3CCCCC3)c(=O)c2c1,/,/,4%,/,12µM*,12µM*
CN(C)S(=O)(=O)c1ccc(NC(=O)COC(=O)c2n[nH]c3ccccc23)cc1,-1,-2%,4%,32,11%,18%
CC(=O)Nc1ccc(S(=O)(=O)N(Cc2ccccc2)c2ccccc2F)cc1,-2,7%,-4%,-6,-17%,159%[activator]
C/C(Cl)=C/CSc1nn2c(=O)c3ccccc3nc2s1,41*,5%,-10%,62*,/,46%[activator]
CCOc1ccc(N2C(=O)CC(N(Cc3ccco3)C(C)=O)C2=O)cc1 (stereo unspecified),0,-8%,50µM*,-2,17%,?
Cc1ccc(C)c(N2CCN(S(=O)(=O)CC34CCC(CC3=O)C4(C)C)CC2)c1 (stereo unspecified),7,3%,5%,-5,?,32%[activator]
O=c1cnnc(N/N=C/c2c[nH]c3ccccc23)[nH]1,-2,-11%,-1%,13,15%,?
Cc1cc(=O)oc2cc(NC(=O)c3cccc(S(C)(=O)=O)c3)ccc12,10,-4%,-1%,33,85%[activator],53%[activator]
CCOC(=O)C1CCN(C(=O)COC(=O)c2ccc(Br)o2)CC1,9,-1%,1%,-11,1%,-6%[5.75 µM]
CC(C)CN1C(=O)c2ccc(NC(=O)C3CC3)cc2C1=O,-4,3%,-2%,-6,25%,-3%
CCOC(=O)CN1N=C(/C=C/c2ccc(C)cc2)CCC1=O,21,-1%,4%,47*,40%[activator],70%[activator]
COc1ccccc1CCNC(=O)C(=O)NCC1OCCN1S(=O)(=O)c1ccc(Cl)cc1 (stereo unspecified),-3,-7%,-2%,-2,?,5%
COC(=O)c1ccc(C(=O)OC)c(=O)[nH]1,-3,2%,0%,-5,-4%,53%[activator]
CCN(CC)CCCn1c2c(c(SCC(=O)Nc3cc(C)on3)nc1=O)CCC2,/,/,-5%,/,?,45%[activator]
Cn1c(CO)cnc1SCC(=O)c1ccc(Br)cc1,10,-4%,-18%,44,18%,8%
O=C(Nc1ccc(Cl)c(S(=O)(=O)N2CCOCC2)c1)c1n[nH]c(=O)c2ccccc12,/,/,-4%,/,?,-25%
Clc1ccc(N2CCOCC2)nn1,0,1%,-7%,42,8%,?
Cc1ccccc1-c1nnn(CC(=O)Nc2ccc3c(c2)OCO3)n1,8,3%,-3%,-6,0%,13%
COc1cccc(CN2CCN(S(=O)(=O)c3ccc(NC(C)=O)cc3)CC2)c1OC,-2,0%,-3%,-6,?,8%
COc1cccc(CN2CCN(C(=O)c3ccco3)CC2)c1,5,?,-5%,-11,43%[activator],0.83µM*
Cc1cccc(NC(=O)N2CCC(c3nc4ccccc4o3)CC2)c1,-1,12%,1%,-11,-7%,?
O=C(c1c[nH]c2ccc(S(=O)(=O)N3CCOCC3)cc2c1=O)N1CCCC1,-6,2%,3%,-22,-4%,16%
Cc1ccccc1NCC(=O)N/N=C/C(Br)=C/c1ccccc1,0,-3%,-2%,54,13%,/
CCC(C)Sc1nc2ccccc2n1CC(=O)O (stereo unspecified),1,0%,0%,-1,/,-3%
Cc1c(Cl)cccc1N/C(SCC(=O)N1CCCCCC1)=C(/C#N)c1nc2ccccc2s1,-2,-5%,7%,-2,2.1µM*,1.5µM*
CCOC(=O)N1CCN(c2nc3c(C)cccn3c(=O)c2C=O)CC1,-5,-1%,40µM*,-1,?,?
COc1ccccc1C(=O)NC(CCSC)C(=O)NCC(c1ccccc1OC)N1CCCC1 (stereo unspecified),/,/,-2%,/,?,-29%
O=C(NN1CCOCC1)c1cc(-c2cccc(Cl)c2)nc2ccccc12,-1,2%,12%,-21,1%,25%
COC(=O)CSc1[nH]c2ccc(Br)cc2c1[N+](=O)[O-],4,3%,2.5µM*,16,22%,23%
Cc1ccc(-n2c(-c3ccc(Cl)cc3)n[nH]c2=S)cc1,-2,?,7%,4,-1%,-2%
C[C@H](NC(=O)c1ccccc1Cl)C(=O)OCC(=O)N1CC2(C)CC1CC(C)(C)C2 (stereo partly specified),12*,-3%,0%,8,16%,9%

# New compounds follow:
SMILES,Cycloheximide cs,Giardia FBPA inh,Sm TGR inh,Shiga inhibitor,Pf growth 48h,Pf growth 96h
C=CCN(CC=C)CCOc1ccc(C)cc1[N+](=O)[O-],26*,20µM*,-16%,71*,15%,?
NC(N)=N/N=C/c1ccccc1Cl,2,1%,12%,-7,12µM*,10µM*
COc1cc(SC)ccc1C(=O)Nc1c(C)cccc1C,13*,-1%,4%[57.1 µM],15,?,?
COc1ccc(C2=Nn3c(nnc3-c3cccc(OC)c3)SC2)cc1,-9,4%,/,-1,/,/
Cc1ccc(C(=O)OCc2cn3ccccc3n2)cc1,15*,-7%,0%,15,71%[activator],31%[activator]
CCN1CCN(C(CNS(=O)(=O)c2ccc(C)cc2)c2ccccc2)CC1 (stereo unspecified),-1,-4%,6%,-7,-9%,20%
COc1ccc(OC)c(-c2c3cc(O)c(=O)cc-3oc3cc(O)c(O)cc23)c1,-5,?,?,-3,10µM*,32%[activator]
CNC(=S)NNC(=O)c1cc(C(C)(C)C)nn1Cc1ccc(F)cc1,-3,-1%,9%,-6,?,?
Cc1cccc(-n2c(N)c(C(=O)N3CCN(C)CC3)sc2=S)c1,-5,?,-26%,-16,3%,0%
O=C(COC(=O)Cn1cc(C(F)(F)F)ccc1=O)NCc1ccccc1,/,/,-5%,/,32%[activator],33%[activator]
CCOC(=O)c1cc(C)n(Cc2cccc(OC)c2OC)c1C,-4,-2%,2%,-16,?,2.3µM*
Cc1ccc(NC(=O)CNc2ccc(N3CCOCC3)cc2)cc1S(=O)(=O)N(C)C,-3,-10%,-14%,8,-20%,-16%
Cc1cc(C(=O)Oc2cccnc2)ccc1[N+](=O)[O-],8,1%,-35%,-3,5%,3.7µM*
CC(C(=O)NC1C(=O)N2C(C(=O)O)=C(CSc3nnnn3C)CSC12)n1cc(Br)cn1 (stereo unspecified),16,?,0.56µM*,-3,45%[activator],46%
O=C(CSc1nnc2nnc3ccccc3n12)N1CCOCC1,2,/,0%,-3,?,14%
OCCC1CN(Cc2c(F)cccc2Cl)CCN1C1CCCCC1 (stereo unspecified),-2,3%,-1%[57.1 µM],-12,-1%,?
CCCCC(CCC(=O)O)(C(=O)OCC)c1csc(N)n1 (stereo unspecified),-2,1%,7%,22,13%,36%[activator]
COC(=O)C1=C(c2ccc(OC(F)(F)F)cc2)C[C@@H]2CC[C@H]1N2C(=O)N1CCCCC1,/,/,1%,/,?,?
O=S1(=O)C[C@@H](O)[C@@H](Nc2ccccc2)C1,-3,3%,8%,-16,8%,23%
CC(O)CNc1nc2c(c(=O)n(C)c(=O)n2C)n1Cc1cccc(C(F)(F)F)c1 (stereo unspecified),-3,1%,6%,-9,-4%,-4%
